# Screening data as filed in PubChem BioAssay.
# MrgX1 allo act – human MrgX1 positive allosteric modulation, primary screen | Q96LB2 | MrgX1-HEK293, Fluo-4 calcium flux, FDSS; active compounds read high | B-score at 10 µM | actives 0.63% (n = 310,000);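 active means plate-corrected calcium response at least 3 library SD above typical, normal starting fluorescence, not activating the receptor alone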;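 further: compound read alongside a low EC10 to EC30 dose of BAM8-22 agonist; peak minus trough fluorescence over baseline measured at the second addition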
# Target sequence (Q96LB2 whole entry, looked up): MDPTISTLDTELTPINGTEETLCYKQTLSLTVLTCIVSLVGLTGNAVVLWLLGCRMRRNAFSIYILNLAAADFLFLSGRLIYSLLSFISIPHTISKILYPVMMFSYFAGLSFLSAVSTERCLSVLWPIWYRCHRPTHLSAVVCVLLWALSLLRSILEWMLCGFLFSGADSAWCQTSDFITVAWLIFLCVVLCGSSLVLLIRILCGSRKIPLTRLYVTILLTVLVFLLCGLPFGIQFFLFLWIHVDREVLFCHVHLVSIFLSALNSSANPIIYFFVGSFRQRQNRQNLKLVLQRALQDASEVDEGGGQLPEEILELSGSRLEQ
# TRPC6 activator – activates the mouse TRPC6 cation channel; Q61143; HEK293-TRPC6 membrane potential dye fluorescence; active compounds read high; B-score at 10 µM; actives 0.13% (n = 310,000); AID 2550;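 active means B-score of the integrated fluorescence ratio above library mean plus 3 SD, and starting fluorescence ratio within library mean plus 5 SD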;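 further: higher score means more depolarization so channel activation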
# TMEM16A act – mouse TMEM16A channel activation, primary screen; Q8BHY3; HEK293 TMEM16A/YFP-H148Q/I152L, iodide quench fluorescence; active compounds read low; B-score at 10 µM; actives 0.3% (n = 340,000); AID 623877;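 active means fluorescence-ratio B-score plate-corrected deviation score at least 3 library SD below zero, with starting fluorescence score within 5 deviations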;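 further: channel opened by trigger with iodide after compound preincubation; score built on the fluorescence ratio of max minus min over baseline; more negative score means more quench and so TMEM16A activation or potentiation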
# HDAC3 inh – inhibitors of human histone deacetylase 3; recombinant HDAC3, fluorogenic peptide/trypsin coupled, fluorescence; inhibition, % at 8.3 µM; actives 0.15% (n = 320,000); AID 2718; in the data active means inhibition above about 26%, passing the limit was not always enough; inconclusive means no clear call, values can overlap the other calls
# Target sequence (O15379 whole entry, looked up): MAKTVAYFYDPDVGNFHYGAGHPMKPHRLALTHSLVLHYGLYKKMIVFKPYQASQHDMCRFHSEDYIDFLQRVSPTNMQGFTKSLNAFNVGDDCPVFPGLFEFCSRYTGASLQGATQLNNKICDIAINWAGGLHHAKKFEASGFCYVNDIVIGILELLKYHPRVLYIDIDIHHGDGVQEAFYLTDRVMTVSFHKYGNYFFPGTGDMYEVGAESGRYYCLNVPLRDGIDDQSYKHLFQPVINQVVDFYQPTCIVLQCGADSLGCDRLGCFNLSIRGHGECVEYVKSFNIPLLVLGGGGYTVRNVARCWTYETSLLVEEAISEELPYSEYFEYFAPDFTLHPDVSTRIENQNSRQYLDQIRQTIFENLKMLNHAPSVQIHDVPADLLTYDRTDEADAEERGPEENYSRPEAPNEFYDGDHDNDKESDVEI
# TRPC6 inhibitor – mouse TRPC6 channel inhibition. Q61143. HEK293-TRPC6, membrane potential dye, ACh-evoked depolarization; active compounds read low. B-score at 10 µM. actives 1.1% (n = 310,000). AID 2553;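 active means B-score under library mean minus 3 SD, initial fluorescence not abnormally high, positive integrated signal ratio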;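 further: B-score derived from integrated fluorescence ratio over the kinetic read; more negative B-score means stronger inhibition of depolarization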
# ANO1 block – inhibitors of mouse TMEM16A calcium-activated chloride channel; Q8BHY3; HEK293 TMEM16A/YFP iodide influx fluorescence, ionomycin; normalized B-score (activity score, 25-100; higher = stronger inhibition) at 10 µM; actives 1.2% (n = 310,000); AID 588511;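 active means ratio plate-corrected score three or more library SD toward inhibition, starting fluorescence score within five deviations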;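 further: score derived from kinetic fluorescence span divided by baseline fluorescence per well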
# RGS4 block – inhibitors of human RGS4. B-score at 10 µM. actives 0.45% (n = 310,000). P49798. HEK293 M3R/RGS4 inducible, Fluo-4 calcium flux; active compounds read high; triggered by carbachol at its EC20;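 active means B-score, a plate-corrected calcium signal, over three deviations above library mean, with baseline fluorescence within five deviations of library mean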;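 further: RGS4 expression induced by doxycycline in cells with stable M3 receptor; B-score is computed from the integrated fluorescence ratio over baseline after carbachol; higher B-score means a larger calcium signal and so more RGS4 inhibition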
# Target sequence (P49798 whole entry, looked up): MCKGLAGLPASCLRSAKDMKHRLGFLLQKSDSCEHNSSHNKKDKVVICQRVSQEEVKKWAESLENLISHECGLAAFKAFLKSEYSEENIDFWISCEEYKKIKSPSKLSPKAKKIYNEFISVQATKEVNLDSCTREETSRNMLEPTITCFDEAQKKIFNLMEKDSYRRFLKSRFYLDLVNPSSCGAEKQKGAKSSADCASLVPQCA
# MrgX1 antag – blocks BAM8-22 activation of human MrgX1 receptor; Q96LB2; actives 1.3% (n = 310,000); B-score at 10 µM; MRGX1-HEK293 calcium flux, Fluo-4, BAM8-22 antagonism; active compounds read low; AID 588676;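 active means calcium-response B-score plate-corrected more than 3 library SD below zero, starting fluorescence within 5 deviations, no agonist response on first addition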;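 further: peak minus trough fluorescence over baseline after final BAM8-22 challenge near maximal dose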
# MrgX1 agonist – agonists of human MrgX1 receptor. Q96LB2. MrgX1-HEK293 cells, Fluo-4 calcium fluorescence, agonist mode; active compounds read high. B-score at 10 µM. actives 0.44% (n = 310,000). AID 588627;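 active means calcium response B-score plate-corrected fluorescence ratio at least 3 library SD, with starting fluorescence B-score inside 5 SD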
#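 Test system: HEK293 cells stably expressing human MrgX1 receptor; Input: fifteen thousand cells per well; Dosing: compound delivered in addition one of three; Schedule: overnight seeding, then 1 h dark dye loading; Technique: Fluo-4 NW calcium fluorescence; Measure: B-scored fluorescence response ratio; Controls: positive and negative controls per plate.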
# RGS4 act – potentiators or activators of RGS4; HEK293 M3R/inducible RGS4, carbachol calcium flux Fluo4; active compounds read low; B-score at 10 µM; actives 0.92% (n = 310,000); AID 463111;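 active means B-score of the integrated calcium signal more than 4 SD below the library mean, with starting fluorescence not abnormally high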;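 further: negative B-score means reduced calcium response which marks RGS4 activation or potentiation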
#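 Detection: kinetic calcium fluorescence imaging with Fluo4-AM dye, 2 µM / Material: HEK293 cells with stable M3R and inducible RGS4 / Schedule: recording 10 s baseline at 1 Hz, 100 s post-agonist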
# SKKanGAS inh – blocks kanamycin growth of S. pyogenes SKKanGAS strain | BacTiter-Glo, 6 h | inhibition, % at 7.5 µM | actives 1.3% (n = 300,000);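 active means mean replicate score, as percent of positive control median, at least 50; inconclusive means mean below 50 but one replicate at or above 50; inactive means mean and every replicate below 50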;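 further: strain carries kanamycin resistance gene driven by streptokinase promoter and grows in 40 µg/ml kanamycin; loss of luminescence reflects streptokinase promoter inhibition or plain growth inhibition; 0% = median of DMSO wells and 100% = positive control at its reference dose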
# * hit, by the source's call; i = inactive; ? = inconclusive; nt = not tested or not shown.
SMILES,MrgX1 allo act,TRPC6 activator,TMEM16A act,HDAC3 inh,TRPC6 inhibitor,ANO1 block,RGS4 block,MrgX1 antag,MrgX1 agonist,RGS4 act,SKKanGAS inh
COc1ccc(OC)c(NC(=O)COC(=O)COc2c(Cl)cc(Cl)c3ccc(C)nc23)c1,i,i,i,3,i,i,i,i,i,i,0
Clc1cccc(-c2ccc(C=Nc3ccc(N4CCOCC4)cc3)o2)c1,i,i,i,-6,i,i,i,i,i,i,-4
CC(=O)c1cccc(S(=O)(=O)NCC2CCCCC2)c1,i,i,i,-4,i,i,i,i,i,i,-1
Cc1ccc(S(=O)(=O)NCC(=O)N2CCOCCOCCOCC2)cc1,i,i,i,0,i,i,i,i,i,i,2
c1ccc(CNc2c3c(nc4ncnn24)CCCC3)nc1,i,i,i,-7,i,i,i,i,i,i,-3
Cc1ccc(NC(=O)C2(S(=O)(=O)c3ccc(Cl)cc3)CC2)cc1,i,i,i,2,i,i,i,i,i,i,1
O=C(OC1CCCCC1=O)c1cccc(S(=O)(=O)N2CCCCC2)c1 (stereo unspecified),i,i,i,nt,i,i,i,i,i,i,11
CCc1ccccc1NC1=NCC(=O)N1C1CCCCC1,i,i,i,1,i,i,i,i,i,i,13
Cc1cc(NC(=O)COc2ccccc2)ccc1Cl,i,i,i,1,i,i,i,i,i,i,12
Cc1ccc(C(C)NC(=O)c2ccc3c(c2)OCCO3)cc1C (stereo unspecified),i,i,i,-7,i,i,i,i,i,i,-1
Cn1c(=O)c(C(=O)NCc2ccc(F)cc2)c(O)c2ccccc21,i,i,i,-3,i,i,i,i,i,i,13
CCOC(=O)C(NC(C)=O)(Nc1ccc(S(N)(=O)=O)cc1)C(F)(F)F (stereo unspecified),i,i,i,-1,i,i,i,i,i,i,0
CCOC(=O)CON1C(=O)c2ccccc2C1=O,i,i,i,0,i,i,i,i,i,i,-6
CCOc1ccccc1C(=O)Nc1cc(Cl)ccc1O,i,i,i,?,i,i,i,i,i,i,54*
Cc1ccc(-c2c(C(=O)N/N=C/c3ccc(C)o3)nnn2-c2nonc2N)cc1,i,i,i,-6,i,i,i,i,i,i,14
O=C(O)CCC(=O)Nc1cccc2cccnc12,i,i,i,4,i,i,i,i,i,i,17
O=C1CCN(Cc2ccccc2)CCN1[C@H](CO)Cc1ccccc1,i,i,i,3,i,i,i,i,i,i,-2
CCOc1ccc(S(=O)(=O)N2CCN(c3ccccc3)CC2)c2cccnc12,i,i,i,8,i,i,i,i,i,i,2
Nc1nc2ccccc2n1CCOc1ccc(F)cc1,i,i,i,0,i,i,i,i,41*,i,2
Cc1ccc(C)c(NC(=O)CN(C)C(=O)c2ccc(-c3ccc(Cl)cc3)o2)c1,i,i,i,1,i,i,i,i,i,i,4
O=c1c2[nH]c3ccc(F)cc3c2ncn1CCC1=CCCCC1,i,i,i,-2,i,i,i,i,i,i,0
FC(F)(F)c1ccccc1-n1c(-c2ccco2)n[nH]c1=S,i,i,i,5,i,i,i,i,i,i,4
CCOc1ccc(NC(c2ccccc2)P(=O)(OC)OC)cc1 (stereo unspecified),i,i,i,-2,i,i,i,i,i,i,-12
Cc1nc(/N=C\N(C)C)sc1C(=O)Nc1ccccc1,i,i,i,1,i,i,i,i,i,i,-2
C/C(CC(=O)Nc1ccccc1)=N\NC(=O)COc1ccc(C)cc1Br,i,i,i,4,i,i,i,i,i,i,-1
N#CCC(=O)Nn1c(=S)[nH]c2ccccc2c1=O,i,i,i,5,i,i,i,i,i,i,2
Cc1ccc(SC(C)c2nc(-c3ccncc3)no2)cc1 (stereo unspecified),i,i,i,2,i,i,i,i,i,i,6
CCOc1ccc(Cl)cc1S(=O)(=O)N1CCC(C(=O)NCc2ccncc2)CC1,i,i,i,-1,i,i,i,i,i,i,-8
Cn1c(NC(=O)COc2ccccc2)cc(=O)n(C)c1=O,i,i,i,5,i,i,i,i,i,i,6
NC(=O)C1CCN(c2cc(N3CCOCC3)ccc2[N+](=O)[O-])CC1,i,i,i,7,i,i,i,i,i,i,15
NS(=O)(=O)c1ccc(NC(=O)Cc2c(F)cccc2Cl)cc1,i,i,i,-8,i,i,i,i,i,i,4
COc1ccc(NC(=O)N2CCOCC2)cc1OC,i,i,i,-5,i,i,i,i,i,i,5
COC(=O)c1ccc(/C=C2/C(=O)Oc3ccccc32)cc1,i,i,i,1,i,i,i,i,i,i,1
CC1CC(C)(C)N2C(=O)C(=C(C#N)C#N)c3cccc1c32 (stereo unspecified),i,i,i,1,i,i,i,i,i,i,4
CC1CCCCC1NC(=O)c1ccc(S(=O)(=O)NCC2CCCO2)cc1 (stereo unspecified),i,i,i,12,i,i,i,i,i,i,-6
CN1CCc2c(OCc3ccc(F)cc3)cccc2C1=O,i,i,i,-3,i,i,i,i,i,i,4
Cc1cccc(CSc2nnc(-c3ccco3)o2)c1,i,i,i,-3,i,i,i,i,i,i,9
CCCc1cc(Nc2ccccc2OCC)n2ncnc2n1,i,i,i,6,i,i,i,i,i,i,17
COCCNC(=O)CN(C(=O)CCC(=O)Nc1ccccn1)c1cc(C)ccc1C,i,i,i,-1,i,i,i,i,i,i,7
CN(C)S(=O)(=O)c1cccc(NC(=O)CCc2c[nH]c3ccccc23)c1,i,i,i,10,i,i,i,i,i,i,-5
Cc1ccc(CC(=O)Nc2ccc(OC(F)F)c(Cl)c2)cc1C,i,i,i,4,i,i,i,i,i,i,17
CCc1nnc(SCC(=O)NCCC2=CCCCC2)nc1CC,i,i,i,0,i,i,i,i,i,i,-1
Cn1c(SCC(N)=O)nnc1-c1ccc(S(=O)(=O)N2CCCC2)cc1,i,i,i,-8,i,i,i,i,i,i,6
O=S1(=O)CC2N=C(N(Cc3ccc(F)cc3Cl)c3ccccc3F)SC2C1 (stereo unspecified),i,i,i,2,i,i,i,i,i,i,4
S=c1[nH]nc(/C=C/c2ccccc2)o1,i,i,i,-34,i,i,i,i,i,i,0
[N-]=[N+]=N[C@@H](CCN1CC[C@H](O)CCC1=O)c1ccccc1,i,i,i,-9,i,i,i,i,i,i,7
CN(CC(=O)Nc1cccc(F)c1)C(=O)Cc1n[nH]c(=O)c2ccccc12,i,i,i,-6,i,i,i,i,i,i,-5
Cc1cc(Cl)ccc1NC(=S)N(CCCN1CCOCC1)Cc1cccs1,i,i,i,0,i,i,i,i,i,i,3
OC[C@@H](O)[C@@H](O[C@H]1O[C@H](CO)[C@@H](O)[C@H](O)[C@H]1O)[C@H](O)[C@@H](O)CO,i,i,i,2,i,i,i,i,i,i,-2
O=c1c2ccccc2nc(-c2ccc(Cl)cc2Cl)n1CCCn1ccnc1,i,i,i,3,i,i,i,i,i,i,0

# Retrieved one by one from the entries so far (2):
SMILES,MrgX1 allo act,TRPC6 activator,TMEM16A act,HDAC3 inh,TRPC6 inhibitor,ANO1 block,RGS4 block,MrgX1 antag,MrgX1 agonist,RGS4 act,SKKanGAS inh
S=c1[nH]nc(/C=C/c2ccccc2)o1,i,i,i,-34,i,i,i,i,i,i,0
O=S1(=O)CC2N=C(N(Cc3ccc(F)cc3Cl)c3ccccc3F)SC2C1 (stereo unspecified),i,i,i,2,i,i,i,i,i,i,4

# Continuation.
SMILES,MrgX1 allo act,TRPC6 activator,TMEM16A act,HDAC3 inh,TRPC6 inhibitor,ANO1 block,RGS4 block,MrgX1 antag,MrgX1 agonist,RGS4 act,SKKanGAS inh
COc1ccc(OC2C(=O)N(Cc3ccc4c(c3)OCO4)C2c2cccs2)cc1 (stereo unspecified),i,i,i,1,i,100*,i,i,i,i,1
COc1c(C(C)C)oc2cc3oc(=O)ccc3cc12,9.1*,i,i,-2,i,i,i,i,i,i,-2
O=C(CN(C(=O)CSc1nc2ccccc2o1)c1ccccc1F)NC1CCCCC1,i,i,i,-8,i,i,i,i,i,i,6
COc1ccc(NC(=O)C2CCCN(S(=O)(=O)c3c(C)[nH]c(=O)[nH]c3=O)C2)cc1Cl (stereo unspecified),i,i,i,-3,i,i,i,i,i,i,-2
Cc1ccc(-c2cc(C(=O)Nc3cnn(C(C)C)c3)no2)cc1,i,i,i,-1,i,i,i,i,i,i,-6
Cc1cc(S(=O)(=O)N(Cc2ccc(C(C)(C)C)cc2)Cc2cccs2)ccc1-n1cnnn1,i,i,i,8,i,i,i,i,i,i,-8
CCCc1nnc(NC(=O)C2CC(=O)N(CCc3ccc(F)cc3)C2)s1 (stereo unspecified),i,i,i,-1,i,i,i,i,i,i,-1
O=C(NC1CC1)c1ccc(C2SCC(=O)N2Cc2ccccc2)cc1 (stereo unspecified),i,i,i,-1,i,i,i,i,i,i,-17
Cc1ccc(S(=O)(=O)N2CCOCC2)cc1C(=O)NC(=S)N(Cc1ccccc1)C(C)C,i,i,i,1,i,i,i,i,i,i,2
N#Cc1nc(-c2cccs2)oc1N1CCN(c2ccccc2)CC1,i,i,i,-41,i,i,i,i,i,i,-2
CCCc1nc(NC2CCCCC2)c(C#N)c2c1COC(C)(C)C2,i,i,i,-2,i,i,i,i,i,i,60*
O=C(NCc1nnnn1-c1ccc(F)c(F)c1)c1ccc2c(c1)OCO2,i,i,i,-2,i,i,i,i,i,i,-2
O=C(NCc1ccco1)/C(=C/c1ccco1)NC(=O)c1ccc(Br)o1,i,i,i,4,i,i,i,i,i,i,-4
O=C(CNc1cccc2ccccc12)N/N=C/c1ccc([N+](=O)[O-])o1,i,i,i,1,i,i,i,i,i,i,131*
CCOc1ncccc1C(=O)OCC(=O)NC(=O)NC(C)C,i,i,i,10,i,i,i,i,i,i,-3
CCCn1c(SCC(=O)Nc2cccc(S(=O)(=O)N3CCCC3)c2)n[nH]c1=O,i,i,i,-8,i,i,i,i,i,i,-7
Cc1ccc(NC(=O)OCCNC(=O)OC(C)C)cc1,i,i,i,-3,i,i,i,i,i,i,-7
Cc1ccc(SC(C)C(=O)NCc2ccc(F)cc2)cc1 (stereo unspecified),i,i,i,10,i,i,i,i,i,i,2
Cc1ccc(C)c(N2CCN(C(=O)C3CCN(c4nc(C)cc(C)n4)CC3)CC2)c1,i,i,i,5,i,i,i,i,i,i,-1
Nc1ccc2oc3ccccc3c2c1,i,i,i,nt,i,i,i,i,i,i,-3
